# G9a block: blocks human histone lysine methyltransferase G9a | 350,000 tested, 8.8% active | G9a H3K9 monomethylation, AlphaScreen, 2 h | Q96KQ7 | Potency, µM (series often up to 102 µM), for the others: top-dose activity, negative = inhibition, usual class: inhibitors; also: nearly all actives have a fitted effect of over 75% in size
#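 Readings reflect AlphaScreen signal from monomethyl-H3K9 antibody detection. HMT at 20 nM; substrate b-H3K9 500 nM; cofactor SAM 20 uM; 2 h RT reaction; compounds tested as titrations in qHTS with 15 min preincubation.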
# BLM inh: inhibitors of human Bloom syndrome helicase BLM | Potency, µM (highest dose often 56.1 µM), for inactives: top-dose activity change, negative = inhibition, actives largely listed as inhibitors | 350,000 tested, 0.2% active | AID 2528 | P54132 | recombinant BLM DNA unwinding, fluorescence dequenching;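 also: plate controls were vehicle for no effect and no enzyme for full effect; nearly all actives have a fitted effect of over 35% in size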
# Pol kappa inh: blocks human DNA polymerase kappa activity; Q9UBT6; purified Pol kappa, fluorescent DNA synthesis assay, 10 min; Potency, µM (highest dose often 107 µM), inactives show at the highest dose activity, negative = inhibition, most hits filed as inhibitors; 400,000 tested, 0.53% active
#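 Kinetic fluorescence readout at 0 and 10 min followed reaction start with substrate at 50 nM final. Beforehand, enzyme (10 nM Pol kappa) stood 15 min with compound at room temperature; buffer-only wells were negative controls.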
# APE1 inh: blocks human APE1 abasic DNA cleavage; P27695; recombinant APE1, TAMRA/BHQ-2 abasic DNA cleavage fluorescence; Potency, µM (doses to about 65.8 µM), for inactives: top-dose activity change, negative = inhibition, hits mostly inhibitors; 350,000 tested, 0.35% active; AID 2517;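 also: plate controls were vehicle for no effect and reference inhibitor for full effect; nearly all actives have a fitted effect of over 55% in size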
#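 Kinetic fluorescence read (525 ex/598 em nm, three reads 60 s apart) of AP-site incision; signal = third minus first read. Enzyme 0.75 nM, dual-labelled THF duplex 50 nM, compound preincubation 15 min RT.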
# Starred values were filed as active, the others as inactive; ? = inconclusive; nt = not tested or not shown; [ ] = another dose, or the depositor's remark. Calls follow the shape of the dose curve; as a rule, active = well fitted curve in the direction sought with a large enough effect; inconclusive = small, poorly fitted or top-dose-only effect, or another doubt; inactive = no such curve, though single readings can be large; an effect the other way counts as inactive or inconclusive. Unless noted, % is scaled to controls: 0 for no effect and ±100 for the full control effect; potency is read from the fitted curve at half-maximal effect.
nr | mol | G9a block | BLM inh
1 | CC[C@H]1OC(=O)C[C@@H](O)[C@H](C)[C@@H](O[C@@H]2O[C@H](C)[C@@H](O)[C@H](N(C)C)[C@H]2O)[C@@H](CCN2C[C@H](C)C[C@H](C)C2)C[C@@H](C)C(=O)/C=C/C(C)=C/[C@@H]1CO[C@@H]1O[C@H](C)[C@@H](O)[C@@H](OC)[C@H]1OC | nt | nt
2 | COc1cc(N)c(Cl)cc1C(=O)NC1CCN(CCCOc2ccc(F)cc2)CC1OC (stereo not drawn) | nt | nt
3 | CCN(CC)C[C@@H]1CCCCN1CC(=O)N1c2ccccc2C(=O)Nc2cccnc21 | nt | -3.9%
4 | C[C@H]1[C@H](C)CC[C@]2(C(=O)O)CC[C@]3(C)C(=CCC4[C@@]5(C)C[C@@H](O)[C@H](O)[C@@](C)(CO)[C@@H]5CC[C@]43C)[C@H]12 (stereo partly drawn) | nt | -10.9%
5 | CN(C)CCCSc1ccccc1NC(=O)/C=C\c1ccccc1 | nt | -5.7%
6 | CN(C)CC/C=C1\c2ccccc2COc2ccc(CC(=O)O)cc21 | 22.6%[59 µM] | -11.0%
7 | CC1CCC(C(C)C)C(OC(=O)c2ccccc2O)C1 (stereo not drawn) | -2.7%[12.7 µM] | 1.5%
8 | CCCSS/C(CCO)=C(/C)N(C=O)Cc1cnc(C)nc1N | ? | -0.2%

nr | APE1 inh | Pol kappa inh
1 | -1.9% | nt
2 | 1.3%[21 µM] | nt
3 | -1.1% | -6.1%[19.4 µM]
4 | -6.9% | -7.0%[19.4 µM]
5 | -3.4% | -2.3%[19.4 µM]
6 | nt | -6.1%[60.1 µM]
7 | nt | 1.9%[19.4 µM]
8 | nt | 8.7%[19.4 µM]

# Additional results follow:
nr | mol | G9a block | BLM inh
9 | CCNC(=O)/C=C/c1cccc(Br)c1 | -19.2%[12.7 µM] | -5.5%
10 | CCCC(=O)O | 3.0%[12.7 µM] | -6.6%
11 | C#C[C@]1(OC(C)=O)CC[C@H]2[C@@H]3CCC4=C/C(=N/O)CC[C@@H]4[C@H]3CC[C@@]21CC | -43.4%[12.7 µM] | -13.1%
12 | CC1=C(c2ccc(NN=C(C#N)C#N)cc2)NNC(=O)C1 | ? | -17.8%
13 | N/C(=N\N=C\c1ccc(Cl)cc1)N/N=C/c1ccc(Cl)cc1 | -39.6%[12.7 µM] | -1.7%
14 | O=S(=O)(O)c1ccc2nc(-c3ccccc3)[nH]c2c1 | -46.9%[2.33 µM] | 2.6%
15 | Cc1ccccc1N=Nc1ccc(N=Nc2c(O)ccc3ccccc23)c(C)c1 | 1.26µM* | 2.0%
16 | CCCCCCCC/C=C\CCCCCCCCN | 5.5%[12.7 µM] | -0.3%
17 | CCC(C)C(N)C(=O)O (stereo not drawn) | 4.3%[12.7 µM] | -0.8%

nr | APE1 inh | Pol kappa inh
9 | nt | 11.3%[19.4 µM]
10 | nt | 8.6%[19.4 µM]
11 | nt | -3.5%[19.4 µM]
12 | nt | 5.3%[19.4 µM]
13 | nt | 3.1%[19.4 µM]
14 | nt | 5.8%[19.4 µM]
15 | nt | 4.1%[60.1 µM]
16 | nt | -1.4%[19.4 µM]
17 | nt | 0.4%[19.4 µM]

# Arranged by molar mass (high to low): some entries from above
nr | mol | G9a block | BLM inh
15 | Cc1ccccc1N=Nc1ccc(N=Nc2c(O)ccc3ccccc23)c(C)c1 | 1.26µM* | 2.0%
11 | C#C[C@]1(OC(C)=O)CC[C@H]2[C@@H]3CCC4=C/C(=N/O)CC[C@@H]4[C@H]3CC[C@@]21CC | -43.4%[12.7 µM] | -13.1%
12 | CC1=C(c2ccc(NN=C(C#N)C#N)cc2)NNC(=O)C1 | ? | -17.8%
7 | CC1CCC(C(C)C)C(OC(=O)c2ccccc2O)C1 (stereo not drawn) | -2.7%[12.7 µM] | 1.5%
16 | CCCCCCCC/C=C\CCCCCCCCN | 5.5%[12.7 µM] | -0.3%
9 | CCNC(=O)/C=C/c1cccc(Br)c1 | -19.2%[12.7 µM] | -5.5%
17 | CCC(C)C(N)C(=O)O (stereo not drawn) | 4.3%[12.7 µM] | -0.8%
10 | CCCC(=O)O | 3.0%[12.7 µM] | -6.6%

nr | APE1 inh | Pol kappa inh
15 | nt | 4.1%[60.1 µM]
11 | nt | -3.5%[19.4 µM]
12 | nt | 5.3%[19.4 µM]
7 | nt | 1.9%[19.4 µM]
16 | nt | -1.4%[19.4 µM]
9 | nt | 11.3%[19.4 µM]
17 | nt | 0.4%[19.4 µM]
10 | nt | 8.6%[19.4 µM]

# Full records, looked up by structure:
# `CCNC(=O)/C=C/c1cccc(Br)c1` reads G9a block: -19.2%[12.7 µM]; BLM inh: -5.5%; APE1 inh: nt; Pol kappa inh: 11.3%[19.4 µM]
# `CC1=C(c2ccc(NN=C(C#N)C#N)cc2)NNC(=O)C1` reads G9a block: ?; BLM inh: -17.8%; APE1 inh: nt; Pol kappa inh: 5.3%[19.4 µM]

# Screening data as filed in PubChem.

# These rows are one share of the data; the hit share may differ from the screen's.
